# XBP1 UPR activ: activators of adaptive XBP1 UPR arm, primary screen, cell-based, CHO-XBP1 luciferase reporter, luminescence, uHTS; IRE1-XBP1 UPR activation; percent of tunicamycin response, DMSO as zero; activation, % at 20 µM; hit rate 0.33% among 330,000;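 active = versus positive control, 20 µM dose yields 30% or more activation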;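 also: 100% = tunicamycin at 10 µg/mL and 0% = DMSO only wells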
#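 Assay system: CHO-XBP1 luciferase reporter cells; Schedule: 6 h treatment, 37 °C; Detection: glow luminescence from Steady-Glo reagent; Benchmarks: high control tunicamycin 10 µg/mL final, low control DMSO vehicle only.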
# APJ antag: antagonists of human apelin receptor APJ, primary screen, CHO-K1 cells, beta-arrestin complementation, luminescence. P35414. inhibition, % at 20 µM. hit rate 0.32% among 330,000;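 active = inhibition above about 40% at 20 µM, limit read from the data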;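 also: cells challenged with 10 nM apelin-13 agonist together with compound; plate controls were apelin-13 plus DMSO wells for no effect and DMSO wells lacking apelin-13 for full effect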
# tim23-1 inh: growth inhibitors of tim23-1 mutant yeast, primary screen, luminescence, uHTS; AID 463212, 2010; hit rate 1.3% among 330,000; S. cerevisiae tim23-1 growth, BacTiter-Glo luminescence, 24 h; inhibition, % at 20 µM;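 active = growth inhibition of the mutant yeast at or above 50%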;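 also: temperature-sensitive mutant grown at 25 °C; plate controls were DMSO-treated mutant yeast for no effect and medium wells lacking yeast for full effect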
# APJ ag: agonists of human apelin receptor APJ, primary screen, CHO-K1 cells, PathHunter beta-arrestin, luminescence; hit rate 0.11% among 330,000; activation, % at 20 µM; P35414; 0% DMSO wells, 100% apelin;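 active = activation more than six SD over the plate average, tested at 20 µM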;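 also: 0% = DMSO alone and 100% = apelin-13 at 10 nM; some results filed as inactive read as strong as hits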
#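 Assay system: CHO-K1 APJ beta-arrestin complementation cell line / Compound: single test compound dose, 20 µM final, 1% DMSO / Times: overnight seeding, 90 min compound at 25 °C, 1 h detection / Technique: beta-gal luminescence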
# 697 NFkB inh: inhibitors of PMA/ionomycin-induced NF-kB reporter, 697 cells, primary screen, B-cell NF-kB inhibitor project, cell-based, luminescence, uHTS | 697 B-cell NF-kB luciferase reporter, 16 h | inhibition, % at 4 µM | hit rate 0.33% among 330,000 | AID 435022, 2010; in the data active = inhibition above about 35%
# Jurkat NFkB inh: inhibitors of induced NF-kB luciferase reporter, primary screen, TCR NF-kB activation inhibitor project, cell-based, luminescence, uHTS; Jurkat, PMA/ionomycin-induced NF-kB luciferase reporter; hit rate 0.53% among 330,000; inhibition, % at 4 µM; in the data active = inhibition above about 50%
# Mdm2-MdmX inh: inhibitors of human Mdm2-MdmX association, primary screen, cell-based, luminescence, split luciferase, SaOS-2, uHTS | Protein Mdm4 (Homo sapiens) + E3 ubiquitin-protein ligase Mdm2 (Homo sapiens), … | SaOS-2 split-luciferase Mdm2/MdmX complementation | inhibition, % at 8 µM | hit rate 3% among 330,000 | AID 485346, 2010;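 active = inhibition of at least 50% at 8 µM in the primary screen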
# Target sequence (O15151 whole entry, looked up): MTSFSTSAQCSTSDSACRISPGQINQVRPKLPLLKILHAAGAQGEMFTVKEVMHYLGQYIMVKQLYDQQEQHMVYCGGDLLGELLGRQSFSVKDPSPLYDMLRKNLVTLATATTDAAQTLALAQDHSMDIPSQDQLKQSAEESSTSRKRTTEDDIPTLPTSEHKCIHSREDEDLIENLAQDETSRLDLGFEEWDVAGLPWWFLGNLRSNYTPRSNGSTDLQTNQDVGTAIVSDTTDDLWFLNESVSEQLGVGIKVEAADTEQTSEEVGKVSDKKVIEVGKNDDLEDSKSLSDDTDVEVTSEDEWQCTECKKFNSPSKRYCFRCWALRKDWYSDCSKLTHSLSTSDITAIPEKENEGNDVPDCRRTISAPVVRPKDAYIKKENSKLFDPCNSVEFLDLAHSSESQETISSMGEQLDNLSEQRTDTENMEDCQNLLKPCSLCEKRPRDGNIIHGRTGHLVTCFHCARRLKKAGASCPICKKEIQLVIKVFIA
# Target sequence (Q00987 whole entry, looked up): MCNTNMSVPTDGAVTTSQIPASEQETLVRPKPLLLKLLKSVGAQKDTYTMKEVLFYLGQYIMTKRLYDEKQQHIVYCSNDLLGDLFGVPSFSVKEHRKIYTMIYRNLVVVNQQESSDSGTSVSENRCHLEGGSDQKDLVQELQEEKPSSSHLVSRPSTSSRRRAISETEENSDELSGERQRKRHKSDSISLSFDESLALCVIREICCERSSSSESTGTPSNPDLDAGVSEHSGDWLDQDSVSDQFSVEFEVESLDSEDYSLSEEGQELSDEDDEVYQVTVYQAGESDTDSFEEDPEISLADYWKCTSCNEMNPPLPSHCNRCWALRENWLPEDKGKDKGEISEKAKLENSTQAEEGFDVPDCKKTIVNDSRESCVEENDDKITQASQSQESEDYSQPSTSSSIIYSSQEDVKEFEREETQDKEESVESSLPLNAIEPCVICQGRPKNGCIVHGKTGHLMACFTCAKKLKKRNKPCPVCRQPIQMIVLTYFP
# UPR CHOP act: activators of apoptotic CHOP UPR arm, primary screen, cell-based, CHO-CHOP luciferase reporter, luminescence, uHTS. AID 449763, 2010. activation, % at 10 µM. hit rate 0.34% among 330,000. UPR activation; percent of tunicamycin response over DMSO baseline;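 active = at 10 µM dose, activation of 40% or more, normalized to positive control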;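 also: 100% = tunicamycin at 10 µg/mL and 0% = DMSO alone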
#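 Assay system: CHO cells with stable CHOP pathway luciferase reporter; Buffer or medium: F12 plus 10% serum; Times: 16-18 h cell attachment, then 6 h compound exposure, 37 °C; Signal: luciferase luminescence; Read-out basis: percent activation relative to tunicamycin control; Control set: tunicamycin high control, DMSO low control.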
# The depositor's hits bear a star.
1. Cc1cccc(OCC(=O)NNS(=O)(=O)c2ccccc2F)c1
2. N#Cc1nc(COc2ccccc2Cl)oc1NCc1cccnc1
3. O=C(CSc1nnc(Cc2cc(=O)[nH]c(=O)[nH]2)n1-c1ccc(F)cc1)N1CCCCC1
4. CC(C(=O)Nc1ccc2c(c1)OCCO2)N(C)CC(=O)Nc1ccccc1Br (configuration not stated)
5. COC(=O)c1cc(S(=O)(=O)NCC2CCN(Cc3cccc(F)c3)CC2)cn1C
6. CCOC(=O)c1nnn2c1nc(N1CCOCC1)c1ccccc12
7. CCOC(=O)N1CCN(C(=O)C2CCN(S(=O)(=O)c3ccc(OCC)cc3)CC2)CC1
8. CCOC(=O)C1=C(C)NC(=O)NC1c1ccc(Br)o1 (configuration not stated)
compound no.,1,2,3,4,5,6,7,8
XBP1 UPR activ,-5,2,2,-1,-2,4,-1,-1
APJ antag,-9,3,5,23,13,-6,1,1
tim23-1 inh,-1,-133,13,18,8,-4,-7,4
APJ ag,0,-4,-1,-6,2,0,-6,-1
697 NFkB inh,12,26,1,12,-38,9,-4,-8
Jurkat NFkB inh,-20,-13,8,-14,17,-6,4,15
Mdm2-MdmX inh,3,0,-10,-30,15,11,10,3
UPR CHOP act,0.6,-2.4,-1.8,6.2,0.3,-0.2,-0.6,4.1

9. CCOC(=O)C1=C(C)NC(=O)NC1c1ccc(NC(C)=O)cc1 (configuration not stated)
10. CC(=O)Nc1ccc(S(=O)(=O)NC(C(=O)O)C(C)O)cc1 (configuration not stated)
11. CCCN(C#N)c1nc(NCC)nc(NC(C)C)n1
12. C#CCNc1nc(C(C)C)nc2c1nnn2Cc1ccccc1F
13. CCc1nc(SCC(=O)NCc2ccccc2)c2c(=O)n(C)c(=O)n(C)c2n1
14. CC(C)c1cccc(C(C)C)c1NC(=O)COC(=O)C1=COCCO1
15. C=CCOc1ccc(/C=C2\N=C(C)OC2=O)cc1OC
16. O=S(=O)(NCC(c1ccc2c(c1)OCO2)N1CCOCC1)c1ccc(Br)cc1 (configuration not stated)
compound no.,9,10,11,12,13,14,15,16
XBP1 UPR activ,2,-2,-2,2,0,-1,1,-2
APJ antag,-13,13,6,0,19,2,16,6
tim23-1 inh,21,-1,16,18,0,12,20,25
APJ ag,4,-4,1,5,-3,-4,-5,-4
697 NFkB inh,-26,9,17,-3,5,-29,1,15
Jurkat NFkB inh,-17,2,-9,-14,0,-17,-11,-1
Mdm2-MdmX inh,-19,-8,0,-21,44,0,4,33
UPR CHOP act,-1.0,-2.4,1.2,0.2,-1.9,1.3,2.3,4.0

17. COc1ccc(C(=O)NCCC2=CCCCC2)cc1OC1CCN(C(C)C)CC1
18. COc1cc(NC(=O)c2ccccn2)cc(OC)c1OC
19. N[C@H](CSCc1ccccc1)C(=O)Nc1ccc([N+](=O)[O-])cc1
20. CCCn1c(CN2CCCCC2C)nc2c1c(=O)n(C)c(=O)n2C (configuration not stated)
21. Cc1cc2cc(CCNC(=O)c3ccc(S(=O)(=O)N4CCOCC4)cc3)c(=O)[nH]c2cc1C
22. CCCCn1nc2cc(C(=O)NC[C@@H]3CCCO3)ccc2c1OCC
23. COc1ccccc1NC(=O)CSc1nc(O)cc(=O)n1-c1ccccc1OC
24. Cc1oc(-c2ccccc2Cl)nc1CS(=O)(=O)CC(=O)N1CCOCC1
compound no.,17,18,19,20,21,22,23,24
XBP1 UPR activ,-6,-4,-10,0,-2,-1,-3,-3
APJ antag,7,-6,-1,3,-14,8,-1,6
tim23-1 inh,3,19,7,10,4,16,12,1
APJ ag,-3,-2,0,1,-1,2,1,-6
697 NFkB inh,-6,-1,15,5,-1,-1,26,9
Jurkat NFkB inh,-37,-20,-3,4,-10,16,-6,2
Mdm2-MdmX inh,-50,14,23,-22,22,17,21,-3
UPR CHOP act,6.4,1.3,-1.2,2.4,-2.8,-1.3,-1.1,0.1

25. COc1ccc2c(c1)C(NS(=O)(=O)OCC(Cl)(Cl)Cl)CCC2 (configuration not stated)
26. COC(=O)CN1C(=O)C2(OCCCO2)c2cc(Br)ccc21
27. O=C(O)c1cccc2c1/C(=N/O)c1ccccc1-2
28. Cc1ccc(S(=O)(=O)c2nc(Cc3ccccc3)oc2N2CCOCC2)cc1
29. CCOC(=O)C(C(=O)Nc1nc2ccccc2s1)C1CCCCC1 (configuration not stated)
30. Cc1ccc(NC(=O)C2C3C=CC4(O3)C2C(=O)N(CCCN2CCCCC2)C4C(=O)NC2CCCCC2)cc1C (configuration not stated)
31. c1ccc(C2[C@H]3CN(CC4CCCCC4)[C@H](c4ccccc4)C34CC2(c2ccccc2)C4)cc1 (some centres not stated)
32. Cc1cc(C)c(S(=O)(=O)N2CCN(C(=O)N3CCCCC3)CC2)c(C)c1
compound no.,25,26,27,28,29,30,31,32
XBP1 UPR activ,1,-3,1,-1,0,-3,-1,-3
APJ antag,-25,2,12,-2,-22,-25,23,23
tim23-1 inh,55*,5,-12,16,19,5,26,41
APJ ag,4,-2,3,0,-6,-3,-1,0
697 NFkB inh,11,7,12,6,-9,9,5,15
Jurkat NFkB inh,4,21,5,-9,8,17,-5,9
Mdm2-MdmX inh,1,14,30,-7,25,-10,21,-1
UPR CHOP act,-1.2,0.4,0.9,-0.8,1.2,1.0,1.3,-0.8

# Looked up by structure from the list above (three):
29. CCOC(=O)C(C(=O)Nc1nc2ccccc2s1)C1CCCCC1 (configuration not stated)
25. COc1ccc2c(c1)C(NS(=O)(=O)OCC(Cl)(Cl)Cl)CCC2 (configuration not stated)
32. Cc1cc(C)c(S(=O)(=O)N2CCN(C(=O)N3CCCCC3)CC2)c(C)c1
compound no.,29,25,32
XBP1 UPR activ,0,1,-3
APJ antag,-22,-25,23
tim23-1 inh,19,55*,41
APJ ag,-6,4,0
697 NFkB inh,-9,11,15
Jurkat NFkB inh,8,4,9
Mdm2-MdmX inh,25,1,-1
UPR CHOP act,1.2,-1.2,-0.8

# More entries:
33. COC(=O)C1CCN(CC(=O)Nc2ccc(C(=O)Nc3ccccc3OC)cc2)CC1
34. COc1ccc(NC(=O)CN(C)C(=O)CNC(=O)C2CCCCC2)cc1
35. O=C(NCCc1ccccc1)Nc1ccc2c(c1)OCO2
36. O=C(Cc1coc(-c2ccc(F)cc2)n1)Nc1ccccc1
37. O=C1C2C3C=CC(C3)C2C(=O)N1CC1CCCO1 (configuration not stated)
38. COc1ccc(C(=O)N/C(=C\c2ccccc2)C(=O)NC(CC(C)C)C(=O)O)cc1 (configuration not stated)
39. Cc1nn(C)c(C(=O)NCc2ccc(Cl)cc2)c1Cl
40. CSCC[C@H](NS(=O)(=O)c1ccc(C)cc1)C(=O)N1CCC(C(=O)N[C@@H](C)C(=O)O)CC1
compound no.,33,34,35,36,37,38,39,40
XBP1 UPR activ,-1,-2,9,12,-1,1,-1,4
APJ antag,-8,-17,10,8,2,9,6,-15
tim23-1 inh,-6,-4,3,5,-3,-5,21,5
APJ ag,-4,-3,-2,-3,-1,-1,0,-5
697 NFkB inh,15,13,-69,19,-7,-2,-32,7
Jurkat NFkB inh,-5,-13,-65,9,17,-11,45,-6
Mdm2-MdmX inh,-7,25,-48,-3,8,0,15,-17
UPR CHOP act,-0.5,-1.3,2.6,0.6,0.8,4.4,3.0,-0.6

# In another format: 4 of the compounds above
# Every second line gives: XBP1 UPR activ	APJ antag	tim23-1 inh	APJ ag	697 NFkB inh	Jurkat NFkB inh	Mdm2-MdmX inh	UPR CHOP act
33: COC(=O)C1CCN(CC(=O)Nc2ccc(C(=O)Nc3ccccc3OC)cc2)CC1
 : -1	-8	-6	-4	15	-5	-7	-0.5
40: CSCC[C@H](NS(=O)(=O)c1ccc(C)cc1)C(=O)N1CCC(C(=O)N[C@@H](C)C(=O)O)CC1
 : 4	-15	5	-5	7	-6	-17	-0.6
34: COc1ccc(NC(=O)CN(C)C(=O)CNC(=O)C2CCCCC2)cc1
 : -2	-17	-4	-3	13	-13	25	-1.3
39: Cc1nn(C)c(C(=O)NCc2ccc(Cl)cc2)c1Cl
 : -1	6	21	0	-32	45	15	3.0

# Following part
41. O=C(CC1Oc2ccccc2NC1=O)NCc1ccccc1 (configuration not stated)
42. COC(=O)c1nnn(-c2nonc2N)c1CSc1ccc(Cl)cc1
43. Cc1ccc(N2CC(C(=O)Nc3ccc(N(C)C)cc3)CC2=O)cc1C (configuration not stated)
44. Cc1ccc(C)c(N2N=C(C(=O)Nc3ccccc3N3CCCC3)CCC2=O)c1
45. OC(COCc1cccs1)CN1CCN(c2cccc(C(F)(F)F)c2)CC1 (configuration not stated)
46. O=S(=O)(c1ccc(Cl)cc1)N1CCN(Cc2cccnc2)CC1
47. O=C(Nc1cccc(Cl)c1)C1COc2ccccc2O1 (configuration not stated)
48. Cc1ccccc1NC(=O)C(=O)NCCc1ccccc1
compound no.,41,42,43,44,45,46,47,48
XBP1 UPR activ,-2,-3,1,-4,-3,-3,0,3
APJ antag,-6,-23,-91,12,-4,6,-8,3
tim23-1 inh,5,17,9,34,13,6,30,6
APJ ag,1,-1,2,2,1,-3,0,-2
697 NFkB inh,13,-5,12,-23,-5,-2,12,6
Jurkat NFkB inh,-3,-13,7,-4,-6,15,-32,-17
Mdm2-MdmX inh,3,25,-13,4,20,-9,-17,-12
UPR CHOP act,-0.6,-0.3,-1.4,-0.4,-0.3,2.1,4.0,4.0

49. Cc1cc(Cn2nnc3ccccc32)c(O)c(C(C)(C)C)c1
50. O=C(NCCc1c[nH]c2ccccc12)Nc1cccc2ccccc12
51. N/C(=N\OC(=O)Nc1ccccc1)c1cccc(C(F)(F)F)c1
52. Cc1ccc(Nc2cc(C)c3c(O)cccc3n2)cc1C
53. COCCN(CCOC)S(=O)(=O)c1ccc(C(=O)Nc2nc(C)c(C(C)=O)s2)cc1
54. Cc1ccc(-c2csc3nc4c5ccccc5c(NCCCN(C)C)nn4c(=O)c23)cc1
55. C=CCNc1nc(N)c([N+](=O)[O-])c(Nc2cccc(Cl)c2)n1
56. COCCCNC(=O)c1ccc2c3c(onc13)-c1ccccc1C2=O
57. CCC(=O)NC(c1cccc([N+](=O)[O-])c1)c1c(OC(C)=O)ccc2ccccc12 (configuration not stated)
58. O=C(CC1C(=O)NCCN1CC1CCCCC1)NCc1ccc(F)cc1 (configuration not stated)
59. CCOC(=O)c1ccc(N2C(=O)CC(N3CCC(C(=O)OCC)CC3)C2=O)cc1 (configuration not stated)
compound no.,49,50,51,52,53,54,55,56,57,58,59
XBP1 UPR activ,-3,0,0,3,-1,13,6,-1,0,0,-2
APJ antag,43*,-17,-57,-17,-1,14,4,-26,38,16,8
tim23-1 inh,37,6,64*,-23,11,39,21,44,10,23,28
APJ ag,-5,-16,17,-7,0,11*,-6,4,-7,1,0
697 NFkB inh,-13,-23,4,-136,8,-16,6,-129,18,-4,4
Jurkat NFkB inh,3,8,13,-99,-10,7,-3,-99,14,6,7
Mdm2-MdmX inh,16,6,-22,-44,14,100*,23,-68,29,-14,11
UPR CHOP act,0.5,-0.2,4.0,3.6,0.4,1.9,-2.0,28,-0.7,-1.0,-0.4
